MT1-MMP act inh: MT1-MMP (human) activation inhibition; P50281; HT1080 RFP-PRO-GFP cells, GFP/RFP ratio fluorescence, overnight; percent of plate control window, DMSO zero; GFP/RFP ratio change, % at 20 µM; 360,000 tested, 0.061% active; AID 651647;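 active = GFP/RFP ratio change of at least 30% with cell ATP level not reduced by more than half and red fluorescence within 50% of control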; also: strong numbers were not always called active
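Material: RFP-PRO-GFP reporter HT1080 cells. Dosing: single-point 20 µM compound, 1% DMSO. Controls: DMSO and RFP-L50D-GFP cell wells. Timing: cells overnight before dosing, compound overnight, 37 °C, 5% CO2. Measure: GFP/RFP fluorescence ratio.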
NadD inh: NadD (S. aureus) enzyme inhibition; 360,000 tested, 0.78% active; purified NadD enzyme, colorimetric absorbance read-out; inhibition, % at 20 µM; in the data active = inhibition above about 26%; also: some compounds past the cut are filed as inactive
Rin1-Abl PPI inh: inhibitors of human Rin1-Abl protein interaction; AID 588664; 360,000 tested, 0.4% active; inhibition, % at 7.35 µM; TR-FRET Rin1/Abl binding, biochemical; in the data active = inhibition above about 5%, passing the limit was not always enough
Target sequence (P00519 whole entry, looked up): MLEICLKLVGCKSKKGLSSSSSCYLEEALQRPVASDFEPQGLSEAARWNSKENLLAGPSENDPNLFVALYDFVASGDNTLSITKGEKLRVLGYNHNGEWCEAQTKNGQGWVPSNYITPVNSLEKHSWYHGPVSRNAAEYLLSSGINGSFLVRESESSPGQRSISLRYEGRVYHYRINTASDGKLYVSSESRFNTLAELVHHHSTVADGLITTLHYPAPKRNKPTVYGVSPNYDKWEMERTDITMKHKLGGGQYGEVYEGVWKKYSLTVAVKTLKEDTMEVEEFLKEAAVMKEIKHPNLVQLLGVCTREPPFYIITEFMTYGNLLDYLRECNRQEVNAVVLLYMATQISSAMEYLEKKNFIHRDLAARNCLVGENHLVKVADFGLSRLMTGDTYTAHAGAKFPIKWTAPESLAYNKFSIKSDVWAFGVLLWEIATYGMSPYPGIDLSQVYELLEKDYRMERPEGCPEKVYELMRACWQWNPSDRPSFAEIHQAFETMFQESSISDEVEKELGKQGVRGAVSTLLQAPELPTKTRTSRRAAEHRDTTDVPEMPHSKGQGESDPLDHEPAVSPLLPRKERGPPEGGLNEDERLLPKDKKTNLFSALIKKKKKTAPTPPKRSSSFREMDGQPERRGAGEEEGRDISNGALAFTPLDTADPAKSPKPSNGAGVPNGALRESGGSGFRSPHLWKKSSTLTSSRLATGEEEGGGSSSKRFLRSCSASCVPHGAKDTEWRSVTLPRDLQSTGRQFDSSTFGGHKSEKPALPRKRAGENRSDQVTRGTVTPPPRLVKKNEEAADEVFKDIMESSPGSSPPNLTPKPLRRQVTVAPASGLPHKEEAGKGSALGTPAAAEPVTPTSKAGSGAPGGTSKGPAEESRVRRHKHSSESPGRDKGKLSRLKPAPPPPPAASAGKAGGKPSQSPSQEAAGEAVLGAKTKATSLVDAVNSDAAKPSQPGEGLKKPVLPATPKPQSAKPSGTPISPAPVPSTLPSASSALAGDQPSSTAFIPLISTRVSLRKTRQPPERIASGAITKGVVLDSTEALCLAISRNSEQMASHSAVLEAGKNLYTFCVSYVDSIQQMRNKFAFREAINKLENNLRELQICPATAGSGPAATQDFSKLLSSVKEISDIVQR
Target sequence (Q13671 whole entry, looked up): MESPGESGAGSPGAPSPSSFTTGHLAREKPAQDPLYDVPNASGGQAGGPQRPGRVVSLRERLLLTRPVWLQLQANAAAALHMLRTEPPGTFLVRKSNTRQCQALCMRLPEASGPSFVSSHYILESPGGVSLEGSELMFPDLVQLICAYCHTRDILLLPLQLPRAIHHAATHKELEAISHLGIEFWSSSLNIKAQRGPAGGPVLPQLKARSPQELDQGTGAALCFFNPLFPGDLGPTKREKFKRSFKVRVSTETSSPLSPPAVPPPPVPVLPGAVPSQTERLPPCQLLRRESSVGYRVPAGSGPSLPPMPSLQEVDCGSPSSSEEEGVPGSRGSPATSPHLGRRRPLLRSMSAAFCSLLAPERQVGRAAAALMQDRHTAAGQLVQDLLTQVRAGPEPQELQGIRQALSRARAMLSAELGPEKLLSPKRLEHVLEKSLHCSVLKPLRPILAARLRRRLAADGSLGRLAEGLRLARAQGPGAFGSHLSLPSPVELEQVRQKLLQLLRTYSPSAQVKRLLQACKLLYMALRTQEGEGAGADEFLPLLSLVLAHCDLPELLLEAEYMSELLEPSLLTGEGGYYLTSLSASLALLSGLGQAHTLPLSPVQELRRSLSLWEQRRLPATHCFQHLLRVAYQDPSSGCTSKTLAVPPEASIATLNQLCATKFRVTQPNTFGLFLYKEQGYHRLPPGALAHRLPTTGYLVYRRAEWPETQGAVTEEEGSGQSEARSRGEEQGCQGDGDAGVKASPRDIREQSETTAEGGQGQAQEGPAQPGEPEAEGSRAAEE
Neddylation inh: cullin neddylation inhibition; TR-FRET cullin neddylation, biochemical; calls only at 25 µM; 360,000 tested, 0.58% active; in the data active = inhibition above about 36%
Rpn11 block: inhibitors of human proteasome Rpn11; calls only at 20 µM; human 26S proteasome, Ub4-pepOG fluorescence polarization; 20S core pre-blocked with epoxomicin; 360,000 tested, 0.59% active;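 active = inhibition at 20 µM, scaled to each plate's controls, above about 33%, limit read from the data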
SKN-1 inh: blocks SKN-1 activity in C. elegans; inhibition, % at 21.8 µM; 360,000 tested, 0.49% active; AID 624304; C. elegans VP596 Pgst-4::GFP/RFP ratio, acrylamide-induced, 24 h;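 active = interference check ratio from 0.5 to 1.5 plus GFP to RFP signal ratio inhibition reaching or exceeding a fixed threshold, cut at about 30% in these data, passing the limit was not always enough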; also: some compounds called inactive have numbers as strong as hits
CSN inh: blocks human CSN-mediated cullin deneddylation; Purified CSN, SCF-Nedd8-OG deneddylation, fluorescence polarization; 360,000 tested, 0.38% active; Q92905; inhibition, % at 12.5 µM;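 active = pattern-corrected inhibition above about 35%, with an unprinted fluorescence ratio check between 0.5 and 1.5, limit read from the data, passing the limit was not always enough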;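 also: 0% = enzyme with substrate and 100% = substrate without enzyme; some results filed as inactive read as strong as hits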
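Test system: Human Csn5 produced in HEK293T cells | Compound: 12.5 µM single point | Times: 90 min, room temperature | Signal: Fluorescence polarization readout | Read-out basis: % inhibition of substrate cleavage by Csn5 | Controls: no-enzyme wells high, enzyme-with-substrate wells low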
FAS TE block: blocks the thioesterase domain of human fatty acid synthase | P49327 | recombinant FAS-TE, OMFH fluorogenic substrate, fluorescence endpoint | inhibition, % at 15 µM | 360,000 tested, 0.67% active;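 active = compounds whose normalised, plate-corrected inhibition of enzyme fluorescence in the single-dose primary screen is 50% or more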;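 also: 0% = DMSO with enzyme and 100% = substrate without enzyme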
PABP1 MLLE inh: inhibitors of microRNA-mediated deadenylation, human PABP1 MLLE binding; 360,000 tested, 0.36% active; P11940; AID 588489; GST-MLLE / FITC-PAM2 fluorescence polarization; inhibition, % at 20 µM; in the data active = inhibition above about 35%, passing the limit was not always enough;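 also: plate controls were DMSO wells with GST-MLLE for no effect and wells lacking GST-MLLE protein for full effect; some results filed as inactive read as strong as hits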
* = called active by the depositor.

Results for COc1ccc([C@H]2CC(=O)C=C(/C=C/Cc3ccccc3)C2)cc1 ?
MT1-MMP act inh: -7; NadD inh: -1; Rin1-Abl PPI inh: 5; Neddylation inh: inactive; Rpn11 block: inactive; SKN-1 inh: 2; CSN inh: 1; FAS TE block: 19; PABP1 MLLE inh: 14

Results for COc1ccc(OC)c(-c2csc(NC(=O)Cc3ccccc3OC)n2)c1 ?
MT1-MMP act inh: -6; NadD inh: -13; Rin1-Abl PPI inh: 0; Neddylation inh: inactive; Rpn11 block: inactive; SKN-1 inh: 7; CSN inh: 4; FAS TE block: 17; PABP1 MLLE inh: -8

How did O=c1c2c(n3nnnc3n1-c1ccccc1)-c1ccccc1CC21CCCC1 do in these assays?
MT1-MMP act inh: -3; NadD inh: 4; Rin1-Abl PPI inh: -5; Rpn11 block: inactive; SKN-1 inh: 15; CSN inh: -1; FAS TE block: 10; PABP1 MLLE inh: 1

What do the screens show for `CCOc1cc(OCC)cc(C(=O)N2CCC[C@H]2C(=O)N2CCC[C@H]2C(=O)NCc2ccccn2)c1`?
MT1-MMP act inh: 0; NadD inh: -1; Neddylation inh: inactive; SKN-1 inh: -7; CSN inh: 0; FAS TE block: -7

What do the screens show for `CNC(=O)Nc1ccc2nc(C)oc2c1`?
MT1-MMP act inh: -3; NadD inh: 0; Rin1-Abl PPI inh: 0; Neddylation inh: inactive; Rpn11 block: inactive; SKN-1 inh: -6; CSN inh: -1; FAS TE block: -6; PABP1 MLLE inh: -1

What do the screens show for `O=C(Nc1cccc(Br)c1)/C(=C\c1cccnc1)NC(=O)c1ccco1`?
MT1-MMP act inh: 0; NadD inh: 1; Rin1-Abl PPI inh: 5; Neddylation inh: inactive; Rpn11 block: inactive; SKN-1 inh: 0; CSN inh: -2; FAS TE block: -4; PABP1 MLLE inh: 8

What do the screens show for `CCN(Cc1ccccc1)C(=O)Cc1ccc(OC)c(S(=O)(=O)N2CCOCC2)c1`?
MT1-MMP act inh: 0; NadD inh: 5; Rin1-Abl PPI inh: -2; Neddylation inh: inactive; Rpn11 block: inactive; SKN-1 inh: -14; CSN inh: -1; FAS TE block: -5; PABP1 MLLE inh: -7

What do the screens show for `COc1ccccc1N=NNc1ccc(S(=O)(=O)NC(C)=O)cc1`?
MT1-MMP act inh: 6; NadD inh: 7; Rin1-Abl PPI inh: 1; Neddylation inh: inactive; Rpn11 block: inactive; SKN-1 inh: 17; CSN inh: -3; FAS TE block: 0; PABP1 MLLE inh: 13

How did O=c1c2c(ncn2C2CCCC2)n(Cc2ccccc2)c(=O)n1CCOc1ccccc1 do in these assays?
MT1-MMP act inh: -2; NadD inh: -1; Rin1-Abl PPI inh: 0; Neddylation inh: inactive; Rpn11 block: inactive; SKN-1 inh: 16; CSN inh: 2; FAS TE block: 15; PABP1 MLLE inh: 2

What do the screens show for `CC1CN(C(=O)c2ccc(Oc3ccccc3)cc2)CC(C)O1` (stereo unspecified)?
MT1-MMP act inh: -4; NadD inh: 2; Rin1-Abl PPI inh: 3; Neddylation inh: inactive; Rpn11 block: inactive; SKN-1 inh: 12; CSN inh: -13; FAS TE block: -2; PABP1 MLLE inh: -7

How did COc1cc(C(=O)Nn2cnnc2)ccc1OC(F)F do in these assays?
MT1-MMP act inh: -2; NadD inh: -4; Rin1-Abl PPI inh: 2; Neddylation inh: inactive; Rpn11 block: inactive; SKN-1 inh: -1; CSN inh: 3; FAS TE block: 0; PABP1 MLLE inh: 1

How did O=C(N1CCOCC1)N1c2ccccc2CC(N2CCOCC2)c2ccccc21 (stereo unspecified) do in these assays?
MT1-MMP act inh: 4; NadD inh: -3; Rin1-Abl PPI inh: 1; Neddylation inh: inactive; Rpn11 block: inactive; SKN-1 inh: -19; CSN inh: 5; FAS TE block: 2; PABP1 MLLE inh: 4

What do the screens show for `CCN(CC)C(=O)CSc1nnc(SCc2ccc(Cl)cc2)s1`?
MT1-MMP act inh: 3; NadD inh: -6; Rin1-Abl PPI inh: 1; Neddylation inh: inactive; Rpn11 block: inactive; SKN-1 inh: 11; CSN inh: -4; FAS TE block: 6; PABP1 MLLE inh: -11

Results for COc1ccc(-n2nc(C(=O)NCC(=O)NCCCN3CCC(C)CC3)c3ccccc3c2=O)cc1Cl ?
MT1-MMP act inh: 5; NadD inh: -10; Rin1-Abl PPI inh: 3; Neddylation inh: inactive; Rpn11 block: inactive; SKN-1 inh: 2; CSN inh: -1; FAS TE block: -4; PABP1 MLLE inh: -8

How did CC/C(=N\NC(=O)c1cccnc1)c1ccc2c(c1)OCCO2 do in these assays?
MT1-MMP act inh: 3; NadD inh: -2; Rin1-Abl PPI inh: -1; Neddylation inh: inactive; Rpn11 block: inactive; SKN-1 inh: 11; CSN inh: 0; FAS TE block: -5; PABP1 MLLE inh: -6

Results for O=C(COC(=O)c1cccc(S(=O)(=O)Nc2ccc(F)cc2)c1)NCCN1C(=O)CSC1=O ?
MT1-MMP act inh: -3; NadD inh: 3; Rin1-Abl PPI inh: 3; Neddylation inh: inactive; Rpn11 block: inactive; SKN-1 inh: 11; CSN inh: -3; FAS TE block: -6; PABP1 MLLE inh: -24

Results for CN(C(=O)c1ccc(NC(=O)Cc2ccc(NC(=O)C3CCN(C(=O)C4CCCC4)CC3)cc2)cc1)C1CCCC1 ?
MT1-MMP act inh: -4; NadD inh: 2; Rin1-Abl PPI inh: 22*; Neddylation inh: inactive; Rpn11 block: inactive; SKN-1 inh: 0; CSN inh: -3; FAS TE block: -4; PABP1 MLLE inh: 3

How did O=C(CCc1nnc2n(Cc3ccc(Cl)cc3)c(=O)c3ccccc3n12)NCCN1CCCC1 do in these assays?
MT1-MMP act inh: -10; NadD inh: -1; Rin1-Abl PPI inh: 2; Neddylation inh: inactive; Rpn11 block: inactive; SKN-1 inh: 6; CSN inh: -1; FAS TE block: 22; PABP1 MLLE inh: -11

What do the screens show for `CN1CCN(c2ccc(NC(=O)c3cc(S(N)(=O)=O)ccc3N3CCOCC3)cc2)CC1`?
MT1-MMP act inh: -8; NadD inh: -5; Rin1-Abl PPI inh: -1; Neddylation inh: inactive; Rpn11 block: inactive; SKN-1 inh: -1; CSN inh: -2; FAS TE block: -13; PABP1 MLLE inh: -4

Results for Cc1ccc(S(=O)(=O)Nc2ccc(S(=O)(=O)Nc3cc(C)nc(C)n3)cc2)cc1 ?
MT1-MMP act inh: 3; NadD inh: 2; Rin1-Abl PPI inh: -1; Neddylation inh: inactive; Rpn11 block: inactive; SKN-1 inh: -4; CSN inh: -9; FAS TE block: -1; PABP1 MLLE inh: 13

What do the screens show for `O=C(Nc1cccc(S(=O)(=O)N2CCCC2)c1)[C@@H]1O[C@H](CO)[C@@H](O)[C@H]1O`?
MT1-MMP act inh: 4; NadD inh: -6; Rin1-Abl PPI inh: 1; Neddylation inh: inactive; Rpn11 block: inactive; SKN-1 inh: 8; CSN inh: 1; FAS TE block: -3; PABP1 MLLE inh: -10

How did Cc1ccc(C(=O)NCC(=O)N2CCCCCCC2)cc1 do in these assays?
MT1-MMP act inh: 1; NadD inh: -5; Rin1-Abl PPI inh: 3; Neddylation inh: inactive; Rpn11 block: inactive; SKN-1 inh: -11; CSN inh: 2; FAS TE block: -7; PABP1 MLLE inh: 2

Results for C=Cn1cc[n+](CC(=O)c2ccc(C)cc2)c1 ?
MT1-MMP act inh: 4; NadD inh: 0; Rin1-Abl PPI inh: -2; Neddylation inh: inactive; Rpn11 block: inactive; SKN-1 inh: -3; CSN inh: -1; FAS TE block: -11; PABP1 MLLE inh: 9

How did CNC(=S)N1C2CCCC1CC(NC(=O)c1ccc(C)cc1)C2 (stereo unspecified) do in these assays?
MT1-MMP act inh: 2; NadD inh: 0; Rin1-Abl PPI inh: -1; Neddylation inh: inactive; Rpn11 block: inactive; SKN-1 inh: -14; CSN inh: 2; FAS TE block: -2; PABP1 MLLE inh: -118

What do the screens show for `Cc1cc(C)cc(N(CCC#N)C(=O)COC(=O)CNC(=O)c2sc3ccccc3c2Cl)c1`?
MT1-MMP act inh: 1; NadD inh: -5; Rin1-Abl PPI inh: -2; Neddylation inh: inactive; Rpn11 block: inactive; SKN-1 inh: 1; CSN inh: 2; FAS TE block: 12; PABP1 MLLE inh: -7

What do the screens show for `CCOC(=O)C1=CCN(S(=O)(=O)c2cccc(Cl)c2)C1c1ccc(C)cc1` (stereo unspecified)?
MT1-MMP act inh: -1; NadD inh: -3; Rin1-Abl PPI inh: 4; Neddylation inh: inactive; Rpn11 block: inactive; SKN-1 inh: 7; CSN inh: 3; FAS TE block: 23; PABP1 MLLE inh: -7

Results for N#C/C(=C\c1ccc(N2CCOCC2)o1)C(=O)NC1CCCCC1 ?
MT1-MMP act inh: -132; NadD inh: 3; Rin1-Abl PPI inh: -16; Neddylation inh: inactive; SKN-1 inh: 19; CSN inh: 77*; FAS TE block: -20; PABP1 MLLE inh: -176

Results for Nc1nnc(SCC(=O)Nc2nnc(-c3ccccc3)o2)s1 ?
MT1-MMP act inh: 0; NadD inh: -2; Rin1-Abl PPI inh: 5; Neddylation inh: inactive; Rpn11 block: inactive; SKN-1 inh: 4; CSN inh: -5; FAS TE block: -8; PABP1 MLLE inh: 6

What do the screens show for `CC1=C(Sc2nc3ccccc3[nH]2)C(=O)NC(C)(C)C1`?
MT1-MMP act inh: 1; NadD inh: 5; Rin1-Abl PPI inh: 3; Neddylation inh: inactive; Rpn11 block: inactive; SKN-1 inh: 22; CSN inh: 1; FAS TE block: -4; PABP1 MLLE inh: -4

Results for CN(c1ccccc1)S(=O)(=O)c1cccc(Cl)c1Cl ?
MT1-MMP act inh: -1; NadD inh: -5; Rin1-Abl PPI inh: -1; Neddylation inh: inactive; Rpn11 block: inactive; SKN-1 inh: -2; CSN inh: -6; FAS TE block: 15; PABP1 MLLE inh: 9

Reprinted at random: 2 records from the list, in no set order.
Results for CN(c1ccccc1)S(=O)(=O)c1cccc(Cl)c1Cl ?
MT1-MMP act inh: -1; NadD inh: -5; Rin1-Abl PPI inh: -1; Neddylation inh: inactive; Rpn11 block: inactive; SKN-1 inh: -2; CSN inh: -6; FAS TE block: 15; PABP1 MLLE inh: 9

What do the screens show for `Cc1cc(C)cc(N(CCC#N)C(=O)COC(=O)CNC(=O)c2sc3ccccc3c2Cl)c1`?
MT1-MMP act inh: 1; NadD inh: -5; Rin1-Abl PPI inh: -2; Neddylation inh: inactive; Rpn11 block: inactive; SKN-1 inh: 1; CSN inh: 2; FAS TE block: 12; PABP1 MLLE inh: -7

(further entries)
How did COc1ccc(NC(=S)Nc2ccc(OCc3ccccc3)cc2)c(OC)c1 do in these assays?
MT1-MMP act inh: 1; NadD inh: -6; Rin1-Abl PPI inh: -1; Neddylation inh: inactive; Rpn11 block: inactive; SKN-1 inh: -3; CSN inh: -9; FAS TE block: 7; PABP1 MLLE inh: 11

How did O=C1c2ccccc2C(=O)N1CCCCN(C(=O)c1ccc([N+](=O)[O-])cc1)c1ccc(Cl)cc1 do in these assays?
MT1-MMP act inh: -2; NadD inh: -3; Rin1-Abl PPI inh: 0; Neddylation inh: inactive; Rpn11 block: inactive; SKN-1 inh: -19; CSN inh: 0; FAS TE block: -45; PABP1 MLLE inh: 11

How did O=C(Nc1nnc(C2=COCCO2)o1)c1cccc(Br)c1 do in these assays?
MT1-MMP act inh: -1; NadD inh: 2; Rin1-Abl PPI inh: 2; Neddylation inh: inactive; Rpn11 block: inactive; SKN-1 inh: 6; CSN inh: 2; FAS TE block: -6; PABP1 MLLE inh: 21

Results for CC1CCCCC12NC(=O)N(CC(=O)OCc1ccccc1F)C2=O (stereo unspecified) ?
MT1-MMP act inh: 0; NadD inh: 1; Rin1-Abl PPI inh: 1; Neddylation inh: inactive; Rpn11 block: inactive; SKN-1 inh: 19; CSN inh: -2; FAS TE block: -4; PABP1 MLLE inh: -4

High-throughput results (PubChem BioAssay)
